Screening results deposited in PubChem BioAssay by National Center for Advancing Translational Sciences (NCATS).
Shiga toxin inh – inhibitors of Shiga toxin in Vero cells; Vero cells, Shiga toxin protein synthesis inhibition reporter; inhibition, % at 38.7 µM; 9.2% of 290,000 active; in the data active = inhibition mostly above about 28%, no sharp cut-off; inactive = mostly below about 43%; also: 0% is about no effect
Tb PYK inh – blocks Trypanosoma brucei pyruvate kinase; Q57TT1; TbPYK enzyme, Kinase-Glo Plus ATP luminescence, 45 min; Potency, µM (highest dose often 76.8 µM), without a hit: top-dose activity, negative = inhibition, most hits filed as inhibitors; 0.12% of 410,000 active; AID 624173; also: potency is read from the fitted curve at half-maximal effect; % is scaled to controls: 0 for no effect and ±100 for the full control effect; nearly all actives have a fitted effect of over 50% in size
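Glycolytic pyruvate kinase of T. brucei was incubated with substrate, test compound and 130 uM ADP for 45 minutes at room temperature. Luminescent Kinase-Glo Plus signal was measured after 10 minutes.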
Pf growth 48h – P. falciparum growth inhibition at 48 hours (one generation) | 5.9% of 310,000 active | P. falciparum luciferase growth in erythrocytes, 48 h | AID 504832 | Potency, µM (titrated, usually from 28.7 µM), inactives show at the highest dose activity change, negative = inhibition, actives largely listed as inhibitors; also: potency is read from the fitted curve at half-maximal effect; % is scaled to controls: 0 for no effect and ±100 for the full control effect
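Firefly luciferase activity from engineered P. falciparum reports growth; inhibitors lower the luminescent signal. Cultures contained 2% hematocrit erythrocytes at 0.1% final parasitemia.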
HCV inh – blocks hepatitis C virus; Huh7.5.1 HCVcc-Cre infection, luciferase reporter, 44 h; Potency, µM (doses to about 41.8 µM), inactives show top-dose activity change, negative = inhibition, usual class: inhibitors; 3.4% of 340,000 active; AID 651820; also: potency is read from the fitted curve at half-maximal effect; % is scaled to controls: 0 for no effect and ±100 for the full control effect
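Luciferase read-out (15 sec integration) after a 15 min room-temperature substrate step quantifies HCVcc-Cre infection. Cells, 1,000 per well, had compound added 4 h post-plating, then virus at ~0.5 moi, and were cultured 44 h.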
LmPK inhibitor – inhibitors of Leishmania mexicana pyruvate kinase; Q27686; 0.37% of 290,000 active; Potency, µM (highest dose often 57.5 µM), for inactives: at the highest dose activity change, negative = inhibition, actives largely listed as inhibitors; AID 1721; purified LmPK, Kinase-Glo ATP luminescence, 1 h; also: potency is read from the fitted curve at half-maximal effect; % is scaled to controls: 0 for no effect and ±100 for the full control effect
Target sequence (Q27686 whole entry, looked up): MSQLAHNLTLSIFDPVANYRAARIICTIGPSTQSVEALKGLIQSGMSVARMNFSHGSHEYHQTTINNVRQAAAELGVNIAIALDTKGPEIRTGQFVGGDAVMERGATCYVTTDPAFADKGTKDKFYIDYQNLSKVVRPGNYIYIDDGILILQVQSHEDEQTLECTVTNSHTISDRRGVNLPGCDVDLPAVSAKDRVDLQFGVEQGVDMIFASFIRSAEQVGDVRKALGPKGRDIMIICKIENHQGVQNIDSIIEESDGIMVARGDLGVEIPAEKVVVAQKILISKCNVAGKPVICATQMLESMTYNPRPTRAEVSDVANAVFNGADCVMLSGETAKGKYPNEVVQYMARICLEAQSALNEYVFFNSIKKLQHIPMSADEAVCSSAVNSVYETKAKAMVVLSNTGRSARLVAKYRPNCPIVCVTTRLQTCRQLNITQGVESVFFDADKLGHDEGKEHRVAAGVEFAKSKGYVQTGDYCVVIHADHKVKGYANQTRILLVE
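ATP generated from ADP (0.1 mM) and PEP (0.5 mM) by 0.1 nM LmPK over 1 h at room temperature (pH 7.2 imidazole buffer) was detected by coupled luciferase luminescence. Values were normalized to uninhibited and no-enzyme wells.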
Pf growth 96h – P. falciparum growth inhibition at 96 hours | 6.9% of 320,000 active | Potency, µM (doses to about 28.7 µM), for inactives: at the top dose activity change, negative = inhibition, actives largely listed as inhibitors | AID 504834 | P. falciparum luciferase reporter growth, 96 h; also: potency is read from the fitted curve at half-maximal effect; % is scaled to controls: 0 for no effect and ±100 for the full control effect
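Erythrocytes infected with luciferase-expressing P. falciparum were dispensed at 2% hematocrit and 0.05% parasitemia (final), then incubated with compounds 96 hours at 37 C in 5% CO2. Luminescence after detection reagent addition reported growth.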
Cycloheximide cs – counter-screen hit for Shiga toxin inhibitors, cycloheximide. max response, %. cell reporter, cycloheximide protein synthesis inhibition counterscreen. 12% of 300,000 active; in the data active = max response mostly above about 13%, no sharp cut-off; inactive = mostly below about 14%; also: read at 38.3 µM for the half of the compounds with a filed dose; 0% is about no effect
Numbers without * were called inactive; ? = inconclusive; . = no result given; & = joins results of further samples; [ ] = remark or other dose. Unless noted, calls follow the shape of the dose curve; as a rule, active = well fitted curve in the direction sought with a large enough effect; inconclusive = small, poorly fitted or top-dose-only effect, or another doubt; inactive = no such curve, though single readings can be large; an effect the other way counts as inactive or inconclusive.

SMILES	Shiga toxin inh	Tb PYK inh	Pf growth 48h	HCV inh	LmPK inhibitor	Pf growth 96h	Cycloheximide cs
CCOc1ccc2nc(C)cc(Nc3ccc(N4CCOCC4)cc3)c2c1	-21.4	.	2.08µM*	1.3%[0.335 µM]	0.3%	2.62µM*	-4.2
Cc1ccc(-c2nc(CS(=O)CC(=O)NCc3ccc(F)cc3)c(C)o2)cc1 (configuration not stated)	16.1	-19.1%	-12.7%	-12.5%	5.0%	?	1.7
COc1cc(OC)cc(C(=O)NC(C)c2cnn(-c3ccccc3C)c2C)c1 (configuration not stated)	22.3	-2.9%	?	-26.2%	5.9%	-12.5%	16.3
O=C(O)C(Cc1ccccc1)N1C(=O)/C(=C/c2cccnc2)SC1=S (configuration not stated)	-7.6	-9.5%	?	18.9%	5.3%	?	-0.9
COc1cc(OC)c(/C=C2\C(=O)Nc3ccccc32)c(OC)c1	.	5.4%	?	?	.	?	.
N#CC(C(=O)c1ccccc1)=C1SCCS1	58.0*	-3.4%	22.2%	8.3%	-7.0%	7.7%	35.0*
CCCn1nc(C(=O)N(C)CC(=O)Nc2ccc(OCC)c(OCC)c2)c2ccccc2c1=O	.	-2.3%	-25.3%	?	.	-10.8%	.
O=C(CS(=O)(=O)Cc1ccccc1)N1CCN(C(=O)c2ccco2)CC1	-12.6	-1.0%	-3.8%	17.3%	3.9%	8.5%	-4.1
CCN(CC(=O)Nc1ccc2c(c1)OCCO2)C(=O)CC(NC(C)=O)c1ccccc1 (configuration not stated)	.	3.4%	-16.2%	35.7%[activator]	.	10.7%	.
O=C(COc1cccc(C(F)(F)F)c1)Nc1ccc(S(=O)(=O)N2CCCC2)cc1	-4.3	1.2%	?	11.2µM*	-10.1%	20.0%	0.7
O=C1CCN(C(=O)Nc2cccc(Cl)c2)N1	26.3	-16.6%	-21.7%	3.2%	1.0%	31.8%[activator]	10.9
Cc1ccc(NC(=O)c2ccc(N3C(=O)C4CC=C(Cl)CC4C3=O)cc2)cc1 (configuration not stated)	-10.2	-15.5%	17.0%	?	0.5%	.	-0.7
CC(C)CCN1C(=O)CCC1(C)C(=O)NC1CCCCCCC1 (configuration not stated)	18.2	3.8%	.	5.3%	10.6%	-1.4%	-2.3
Cc1cc(OC(=O)c2ccccc2F)c([N+](=O)[O-])c(=O)[nH]1	-3.2	4.4%	30.3%[activator]	-15.1%	-12.5%	-25.1%	-6.2
O=C(CCc1ccccn1)N1CCCC(CNS(=O)(=O)c2cccs2)C1 (configuration not stated)	-10.4	1.9%	-8.9%	9.8%	0.0%	?	-1.5
CCN(CC)CCCN=Cc1c(O)n(Cc2ccc(F)cc2)c(=O)[nH]c1=O	-3.4	?	-17.9%	5.4%	-6.5%	-22.5%	-3.7
Cc1nnc(SCCc2ccccc2)[nH]c1=O	10.3	-4.6%	.	16.7%	2.8%	0.6%	-0.9
N#Cc1sc(NCc2ccccn2)nc1Cl	1.4	-5.4%	.	14.1%	-2.9%	25.4%	-1.4
COc1ccc(N(C)C(=O)c2cc3c(s2)-c2c(C)cccc2OC3)c(OC)c1	5.7	0.1%&2.0%	?	?	5.6%	?	9.2
c1coc(-c2nc3c4c5c(sc4ncn3n2)CCCC5)c1	-2.8	3.7%	25.6%	?	0.8%	.	1.3
N#C/C=C\Oc1ccc(Cl)cc1N	22.4	0.1%	7.38µM*	-17.0%	5.4%	-22.3%	10.9
CC(/C=C/c1ccccc1F)=N\NC(=O)c1ccc(Cl)cc1	28.6	-24.0%	0.0%	3.8%	0.9%	?	13.7*
CN(CCc1ccccn1)C1CCCN(S(=O)(=O)c2ccc(F)c(Cl)c2)C1 (configuration not stated)	-11.8	2.0%	-23.1%	-8.7%	-3.4%	-12.1%	5.6
CCOc1ccc(NC(=O)COC(=O)C23CC4CC(CC(C4)C2)C3)c([N+](=O)[O-])c1	14.0	-13.1%	?	13.2%	6.4%	?	-0.6
Cc1ccc(-c2nc3ccccn3c2NC(=O)c2ccco2)cc1	9.4	-8.0%	-8.1%	0.9%	-5.4%	?	-2.7
Cc1ccsc1/C=N/Nc1ncnc2nc[nH]c12	85.3*	-6.7%	184.9%[activator]	19.5%	?	234.4%[activator]	42.4*
CCOC(=O)c1cnc(SC2CC(=O)N(c3cccc(OC)c3)C2=O)nc1N (configuration not stated)	-25.8	3.1%	-3.1%	0.3%	3.6%	3.3%	-2.9
O=C(Oc1coc(CSc2ncccn2)cc1=O)c1cccc([N+](=O)[O-])c1	9.0	-0.5%	-5.1%	2.7%	3.1%	-16.6%	-2.4
O=C(NC1CCS(=O)(=O)C1)c1cnccn1 (configuration not stated)	-4.6	-3.4%	.	14.8%	4.7%	15.2%	2.9
CCN(CC)C(=S)SCC(=O)Nc1ccc(F)cc1	12.3	0.3%	-0.2%	8.1%	-4.0%	39.0%[activator]	14.0
Cc1ccc(-n2nc3ccc(N)cc3n2)cc1	94.5	17.4%	57.9%[activator]	?	-1.5%	22.3%	27.8*
CC(C)=C1SC(N2CCN(Cc3ccccc3)CC2)=NC1=O	72.9	3.4%	?	10.1%	-2.3%	-2.4%	22.6*
Cc1nnc(NC(=O)c2oc3cc(C)c(C)cc3c2C)s1	-6.7	.	.	.	4.5%	-4.0%	3.5
C=CCOc1ccc(CNC(C)(C)C)cc1OC	-4.2	3.0%	8.3%	-1.1%	2.9%	-18.0%	-1.4
COc1ccccc1C(=O)N/C(=C\c1cn(S(=O)(=O)N(C)C)c2ccccc12)C(=O)N1CCCCC1	-5.5	0.3%	?	1.7%	0.9%	-0.9%	-3.9
Cc1ccc(S(=O)(=O)N[C@@H](Cc2ccccc2)C(=O)N2CCC(C(=O)N[C@@H](CCC(N)=O)C(=O)O)CC2)cc1	6.3	-4.5%	21.5%	25.3%	1.5%	36.6%[activator]	2.2
CCOc1ccc(CN2CCN(Cc3cnn(CC)c3C)CC2CCO)cc1 (configuration not stated)	13.9	-7.3%	?	-1.1%	0.7%	?	11.3
COc1ccc(N2CCC(CNC(=S)Nc3cc(C)cc(C)c3)C2)cc1 (configuration not stated)	14.5	-21.0%	9.28µM*	-28.0%	5.0%	?	7.6
CCC(=O)OCC(=O)c1c(N)n(Cc2ccccc2)c(=O)n(C)c1=O	-4.8	2.0%	?	-23.6%	1.6%	8.0%	-2.0
Cc1ccc(C)c(S(=O)(=O)N/N=C/c2ccc(N(C)C)cc2)c1	-11.2	0.0%	22.3%	-23.5%	2.1%	13.2%	1.4
CC(=O)NC(=S)Nc1ccc(NC(=O)COc2ccc(C(C)C)cc2)cc1	9.5	1.6%	?	?	5.6%	?	-0.2
Clc1ccc2c(N3CCCC3)ccnc2c1	-4.5	2.3%	3.7µM*	?	2.1%	.	0.2
CCCCCC(=O)Nc1nc(C)c(-c2csc(Nc3cc(OC)ccc3OC)n2)s1	-2.8	-3.3%	6.57µM*	?	-1.7%	11.7µM*	-0.6
O=C(CSc1nnc(-c2ccc(F)cc2)n1-c1ccccc1)NCCN1C(=O)CSC1=O	41.2	-5.9%	2.8%	9.5%	3.7%	3.1%	9.4
CN(C)C(=O)c1ccc(NS(=O)(=O)c2ccc3c(c2)OCCO3)cc1	12.1	-2.3%	21.9%	.	4.2%	74.5%[activator]	0.6
CN(C)C(=O)CN1CCN(Cc2cn(C)nc2-c2ccc3c(c2)OCCO3)CC1	-10.3	0.9%	10.2%	18.7%	6.2%	10.4µM*	-1.8
COc1ccc(-c2cc(=O)oc3c(C)c(O)c(CN(C)C)cc23)cc1	-6.6	3.2%	?	6.0%	-8.3%	.	-2.2
N#Cc1ccc(CN2CCN(C(=O)CNC(=O)Cc3ccccc3)CC2)cc1	.	0.0%	-15.3%	?	.	0.0%	.
CCn1nc(C)c(CN2CCCC(C(=O)c3cccc(OC(C)C)c3)C2)c1C (configuration not stated)	-23.6	-1.5%	-21.7%	8.91µM*	-8.2%	19.8%	-1.5
Cc1ccc(CCn2c3c(c4ccccc42)CN(C)CC3)cn1	-6.4	-3.6%	?	-1.5%	-2.9%	-12.6%	0.5

Next entries.
SMILES	Shiga toxin inh	Tb PYK inh	Pf growth 48h	HCV inh	LmPK inhibitor	Pf growth 96h	Cycloheximide cs
CCC(=O)Nc1ccc(N2CCOCC2)c(S(=O)(=O)Nc2ccc(Cl)cc2)c1	.	-18.6%	?	?	.	?	.
O=C(Nc1nccs1)c1cc(-c2ccccc2)nn1-c1ccccc1	-4.6	3.3%	8.4%	-12.8%	0.4%	51.4%[activator]	12.8
Cc1cc(OCC(=O)Nc2nccs2)c2c(C)cc(=O)oc2c1	2.3	0.4%	?	?	4.5%	?	-0.8
O=C1N/C(=N\N=C\c2ccco2)SC1Cc1ccc(F)cc1 (configuration not stated)	-15.7	4.4%	?	6.6%	-4.0%	18.8%	-1.1
O=S1(=O)CCOCCCN1Cc1ccccc1	-5.7	2.5%	36.1%[activator]	0.3%	-7.8%	71.5%[activator]	1.0
COc1ccc(Cl)cc1S(=O)(=O)n1ccnc1	-2.7	1.2%	-11.4%	4.9%	-12.2%	2.9%	-2.7
CC(=O)Nc1ccc2nc(-c3ccco3)[nH]c2c1	87.3*	-4.0%	117.9%[activator]	6.2%	1.4%	6.8%	35.2*
CCOC(=O)C1CCN(C=C2C(=O)N(C)C(=S)N(C)C2=O)CC1	-5.4	-7.6%	-1.8%	31.7%[activator]	-9.1%	?	-4.2
Cc1ccc(NC(=O)c2ccc(S(=O)(=O)N3CCC(C)CC3)cc2)cc1	20.4	-2.7%	10.4µM*	-12.2%	6.2%	.	-2.7
CCCCn1c(N)c(NCc2ccccc2)c(=O)[nH]c1=O	-9.8	-1.1%	22.1%	19.0%	1.2%	37.2%[5.75 µM]	-2.4
Cc1ccc(-n2nc(C)c3c2OC(N)=C(C#N)C3c2ccc(C)o2)cc1 (configuration not stated)	92.0*	-7.3%	-24.8%	7.8%	-4.6%	?	47.8*
NC(=O)CC(NC(=O)c1ccccc1)c1ccc(NCCCN2CCCC2=O)c([N+](=O)[O-])c1 (configuration not stated)	10.5	-2.5%	3.9%	5.2%	-2.9%	3.7%	-0.8
Cc1ccccc1C(=O)Nc1ccnn1C1CCN(Cc2ccncc2)CC1	-27.8	-1.2%	1.4%	15.7%	-12.6%	?	0.6
N#Cc1c([N+](=O)[O-])cc([N+](=O)[O-])cc1S(=O)(=O)Cc1ccccc1	.	-15.1%	-10.4%	10µM*	.	-3.9%	.
CCc1nnc(NC(=O)CCC(=O)N2CCN(S(=O)(=O)c3ccc(OC)cc3)CC2)s1	-19.7	-1.0%	1.7%	11.0%	-1.9%	-2.0%	-3.7

Reprinted at random: 4 entries already listed.
SMILES	Shiga toxin inh	Tb PYK inh	Pf growth 48h	HCV inh	LmPK inhibitor	Pf growth 96h	Cycloheximide cs
COc1cc(OC)cc(C(=O)NC(C)c2cnn(-c3ccccc3C)c2C)c1 (configuration not stated)	22.3	-2.9%	?	-26.2%	5.9%	-12.5%	16.3
Cc1nnc(NC(=O)c2oc3cc(C)c(C)cc3c2C)s1	-6.7	.	.	.	4.5%	-4.0%	3.5
C=CCOc1ccc(CNC(C)(C)C)cc1OC	-4.2	3.0%	8.3%	-1.1%	2.9%	-18.0%	-1.4
CC(/C=C/c1ccccc1F)=N\NC(=O)c1ccc(Cl)cc1	28.6	-24.0%	0.0%	3.8%	0.9%	?	13.7*
